Assay outcomes: PubChem, Southern Research Specialized Biocontainment Screening Center
H1N1 NS1A inhibition = H1N1 influenza NS1A inhibitors, functional cell based assay (AID 504329); NS1A functional cell-based assay, percent inhibition; higher % means a stronger effect; inhibition, % at 12.5 µM, or IC50 in µM where a hit was titrated; hit rate 0.3% among 340,000; in the data active = a potency from the dose series; inconclusive = inhibition above about 27% without an active follow-up result; note: strong numbers were not always called active
Salmonella PhoP GFP = PhoP regulon inhibitors, Salmonella typhi PhoP promoter GFP reporter, confirmatory (AID 1850). Salmonella Typhi PhoP-promoter GFP reporter, fluorescence, 4 h; higher % means a stronger effect. inhibition, % at 50 µM, or IC50 in µM where a hit was titrated. hit rate 0.33% among 310,000; in the data active = a potency from the dose series; inconclusive = inhibition mostly from about 25% at the one dose, without a potency; inactive = the rest, 99 in 100 with inhibition below about 19%;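 note: 0% = induced wells with vehicle and 100% = uninduced wells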
H37Rv inhibition = M. tuberculosis growth inhibition, HTS (AID 449762); M. tuberculosis H37Rv growth inhibition, 7H9 media; higher % means a stronger effect; one-dose inhibition, % at 25 µM; IC50 in µM for titrated hits; hit rate 0.59% among 330,000; in the data active = a potency from the dose series; inconclusive = inhibition above about 70% without an active follow-up result;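 note: bacterial growth assessed after seven days of incubation; strong numbers were not always called active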
VEEV TC-83 Vero = inhibitors of VEEV TC-83 cytopathic effect, confirmation, Vero cells (AID 588727); hit rate 0.13% among 350,000; inhibition, % at 20 µM, or IC50 in µM where a hit was titrated; Vero cells, VEEV TC-83 cytopathic effect inhibition; higher % means a stronger effect; in the data active = a potency from the dose series; inconclusive = inhibition mostly from about 14% at the one dose, without a potency; inactive = the rest, 99 in 100 with inhibition below about 12%; note: strong numbers were not always called active
tuberculosis growth = growth inhibition of non-replicating M. tuberculosis (AID 488890). Mycobacterium tuberculosis non-replicating, growth inhibition; higher % means a stronger effect. inhibition, % at 25 µM, or IC50 in µM where a hit was titrated. hit rate 0.39% among 320,000; in the data active = a potency from the dose series; inconclusive = inhibition mostly from about 82% at the one dose, without a potency; inactive = the rest, 99 in 100 with inhibition below about 76%;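 note: plate controls were DMSO cells for no effect and high antibiotic wells for full effect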
Numbers without * were called inactive; i = inactive; ? = inconclusive; nt = not tested or not shown.

SMILES | H1N1 NS1A inhibition | Salmonella PhoP GFP | H37Rv inhibition | VEEV TC-83 Vero | tuberculosis growth
Cc1cccc(CSc2ncccc2C(=O)O)c1 | -4% | -9% | -7% | 0.2% | 8%
CC(=O)N[C@@H](C)c1nc2ccccc2n1CCNC(=O)[C@H]1CCCN1c1nc(CN2CCCCC2)cs1 | nt | -14% | 23% | nt | 32%
C=CCSc1nc2c(c(=O)[nH]c(=O)n2C)n1C(C)C | -10% | 0% | -9% | 2.0% | 22%
CCOC(=O)Cn1nc(-c2ccc(F)cc2)cc(Cc2ccccc2)c1=O | -5% | -3% | -4% | 2.5% | 25%
COc1ccc2nc3c(cc2c1)c(NC(=O)CC(C)C)nn3CC(C)C | -6% | -1% | 10% | 0.1% | -11%
COc1ccc(S(=O)(=O)NCC(=O)O)cc1C(=O)NC1CCCCC1 | -1% | -4% | -6% | 0.1% | -28%
CCOc1ccc2nc(COC(=O)c3cccc([N+](=O)[O-])c3)c(C(C)=O)[n+]([O-])c2c1 | nt | -10% | 0% | 3.1% | -17%
COc1ccccc1C1N(c2cc(Cl)ccc2OC)C(=O)C2CCCN21 (configuration not stated) | -6% | 4% | -7% | 0.6% | 23%
O=C1NC(=O)C(=Cc2ccc(-c3ccccc3[N+](=O)[O-])o2)C(=O)N1 | 12% | -7% | -4% | 0.4% | 59%
O=c1[nH]c(SCc2ccccc2)nc2[nH]ncc12 | -10% | -2% | -3% | 1.6% | -20%
COn1c(=S)[nH]c2ccccc2c1=O | 2% | -13% | -2% | 3.2% | 8%
O=C(C[n+]1ccc(-c2nnc3n2CCC3)cc1)c1ccc(Cl)cc1 | 29% | -5% | -4% | 0.0% | -6%
COC(=O)c1cc(OC)nc(OC)c1 | 1% | 8% | -8% | i | -1%
O=C(O)c1cc([N+](=O)[O-])cc2c1C=Cc1ccccc1O2 | 18% | -6% | -3% | 4.1% | 15%
O=C(CSc1ccc2nnc(-c3ccccn3)n2n1)Nc1ccc(F)cc1 | -8% | -8% | 0% | 4.0% | -3%
COc1ccc(S(=O)(=O)Nc2ccccc2)cc1OC | -4% | 7% | -5% | 2.3% | 6%
O=S(=O)(NC1CCSc2ccccc21)c1ccc(Cl)nc1 (configuration not stated) | -4% | 3% | 1% | 0.7% | -4%
Cn1cnnc1SCCNS(=O)(=O)c1ccccc1 | 1% | -4% | -11% | 1.3% | nt
Cc1ccc(C(=O)OCC(=O)c2c[nH]c3ccccc23)cc1S(=O)(=O)N1CCOCC1 | 2% | nt | nt | 2.0% | nt
CC[C@]12c3[nH]c4cc(-c5ccco5)ccc4c3CCN1C(=O)[C@@H](CC(=O)NCc1ccc(OC)c(OC)c1)C[C@@H]2C(=O)N1CCN(C(=O)c2ccco2)CC1 | 2% | nt | nt | i | nt
COc1ccc(NS(=O)(=O)c2cn(C)c(=O)n(C)c2=O)c(OC)c1 | 9% | -1% | -17% | 2.1% | -9%
CN1CCN(/C=C2\SC(=S)NC2=O)CC1 | -15% | -1% | -4% | 0.2% | 0%
CC(=O)N1CCN(c2ccccc2NC(=O)COc2cc(C)cc(C)c2)CC1 | -5% | -2% | 3% | 6.1% | 5%
CCCC(c1nnnn1C(C)(C)C)N1CCN(C(=O)c2ccco2)CC1 (configuration not stated) | -1% | 3% | -10% | 1.2% | -21%
Cc1cccc(NC(=O)Nc2cccc(C#N)c2)n1 | 6% | -8% | 1% | 7.5% | -2%
COC1=NC(=C(c2ccccc2)c2ccccc2)OC1=O | -7% | nt | nt | 5.0% | nt
Cc1ccc(CNC(=O)c2ccc(CNc3c(N4CCCC4)c(=O)c3=O)cc2)cc1 | -7% | 5% | -5% | 0.4% | nt
O=C(CCCN1C(=O)/C(=C/c2cccs2)SC1=S)NNC(=O)c1ccc(F)cc1 | 1% | -12% | 4% | 2.8% | -6%
Cc1ccc2ncnc(Nc3cccc([N+](=O)[O-])c3)c2c1 | -4% | -3% | -5% | i | 29%
Cc1ccccc1CS(=O)(=O)CCC(=O)NCCCN1CCOCC1 | -2% | -4% | -5% | i | nt

In another format: entries from further up.
| mol | H1N1 NS1A inhibition | Salmonella PhoP GFP | H37Rv inhibition | VEEV TC-83 Vero | tuberculosis growth |
| --- | --- | --- | --- | --- | --- |
| O=C(CSc1ccc2nnc(-c3ccccn3)n2n1)Nc1ccc(F)cc1 | -8% | -8% | 0% | 4.0% | -3% |
| COc1ccc(S(=O)(=O)Nc2ccccc2)cc1OC | -4% | 7% | -5% | 2.3% | 6% |
| O=S(=O)(NC1CCSc2ccccc21)c1ccc(Cl)nc1 (configuration not stated) | -4% | 3% | 1% | 0.7% | -4% |
| Cn1cnnc1SCCNS(=O)(=O)c1ccccc1 | 1% | -4% | -11% | 1.3% | nt |
| Cc1ccc(C(=O)OCC(=O)c2c[nH]c3ccccc23)cc1S(=O)(=O)N1CCOCC1 | 2% | nt | nt | 2.0% | nt |
| CC[C@]12c3[nH]c4cc(-c5ccco5)ccc4c3CCN1C(=O)[C@@H](CC(=O)NCc1ccc(OC)c(OC)c1)C[C@@H]2C(=O)N1CCN(C(=O)c2ccco2)CC1 | 2% | nt | nt | i | nt |
| COc1ccc(NS(=O)(=O)c2cn(C)c(=O)n(C)c2=O)c(OC)c1 | 9% | -1% | -17% | 2.1% | -9% |
| CN1CCN(/C=C2\SC(=S)NC2=O)CC1 | -15% | -1% | -4% | 0.2% | 0% |
| CC(=O)N1CCN(c2ccccc2NC(=O)COc2cc(C)cc(C)c2)CC1 | -5% | -2% | 3% | 6.1% | 5% |
| CCCC(c1nnnn1C(C)(C)C)N1CCN(C(=O)c2ccco2)CC1 (configuration not stated) | -1% | 3% | -10% | 1.2% | -21% |
| Cc1cccc(NC(=O)Nc2cccc(C#N)c2)n1 | 6% | -8% | 1% | 7.5% | -2% |
| COC1=NC(=C(c2ccccc2)c2ccccc2)OC1=O | -7% | nt | nt | 5.0% | nt |
| Cc1ccc(CNC(=O)c2ccc(CNc3c(N4CCCC4)c(=O)c3=O)cc2)cc1 | -7% | 5% | -5% | 0.4% | nt |
| O=C(CCCN1C(=O)/C(=C/c2cccs2)SC1=S)NNC(=O)c1ccc(F)cc1 | 1% | -12% | 4% | 2.8% | -6% |
| Cc1ccc2ncnc(Nc3cccc([N+](=O)[O-])c3)c2c1 | -4% | -3% | -5% | i | 29% |
| Cc1ccccc1CS(=O)(=O)CCC(=O)NCCCN1CCOCC1 | -2% | -4% | -5% | i | nt |

The list continues:
SMILES | H1N1 NS1A inhibition | Salmonella PhoP GFP | H37Rv inhibition | VEEV TC-83 Vero | tuberculosis growth
Cc1ccc(-c2cc(N)on2)cc1 | -7% | 4% | 23% | 0.2% | 3%
CC(NC(=O)COC(=O)c1ccc(Br)o1)c1ccccc1 (configuration not stated) | 9% | nt | nt | 1.4% | nt
CCc1ccc(C(=O)Cn2cnc3cc([N+](=O)[O-])ccc3c2=O)cc1 | -5% | 1% | 3% | 0.5% | 18%
CSc1nsc(N/N=C/c2ccccc2)c1C#N | 14% | 2% | 4% | 1.0% | 4%
COc1cccc2c1[C@@H]1CN(CCCCn3c(=O)[nH]c4c(sc5ncc(-c6ccccc6)nc54)c3=O)C[C@@H]1CO2 | 2% | -11% | ? | 5.9% | 70%
OCCC1CN(Cc2ccon2)CCN1CCc1ccccc1 (configuration not stated) | 0% | 6% | -5% | i | 9%
O=C(Nc1cc(Cl)ccc1Cl)c1noc2c1CCCC2 | 1% | -8% | -2% | i | nt
CCOC(=O)C1(Cc2ccccc2C(F)(F)F)CCN(Cc2ccon2)CC1 | -3% | -14% | 5% | i | 9%
COc1ccc(NC(=O)CS(=O)(=O)c2cn(CC(=O)N(C(C)C)C(C)C)c3ccccc23)c(OC)c1 | 11% | -5% | -11% | 4.2% | 13%
CC1(C)Cc2nc(-c3ccccc3)nc(SCC(=O)N3CCOCC3)c2CO1 | 7% | -2% | 4% | 5.9% | -12%
CCCN1CNc2c(c(=O)[nH]c(=S)n2CCc2ccc(OC)c(OC)c2)C1 | 5% | 2% | -3% | 0.4% | -1%
CCn1c(=S)sc2c(=O)n(CC(=O)Nc3ccc(C(C)=O)cc3)c(C)nc21 | -38% | 0% | 1% | 1.2% | 3%
Fc1cccc2sc(N3CCCC3)nc12 | -4% | 10% | -3% | 2.1% | i
CN(C)S(=O)(=O)c1ccc(Cl)c(C(=O)Nc2nc3ccccc3[nH]2)c1 | -4% | 2% | 35% | 9.0% | -5%
